# Screens deposited in PubChem by Sanford-Burnham Center for Chemical Genomics.
# mouse EphA4 binding = EphA4 ligand-binding antagonists – biochemical, colorimetric, mouse EphA4, primary screen (AID 689). EphA4-AP binding to KYL peptide, pNPP A405; higher % means a stronger effect. inhibition, % at 10 µM; hits with a dose series show IC50 in µM. hit rate 0.1% among 62,000; in the data active means a potency from the dose series; inactive means the rest, 99 in 100 with inhibition below about 22%
# * marks the source's active call; other numbers are inactive results; & = joins results of further samples.
mouse EphA4 binding	SMILES
-10%	O=c1[nH]c2ccccc2c2nc3ccccn3c12
-14%	CCc1ccccc1NC(=O)NC1CC2CCC(C1)N2Cc1cccs1 (stereo unspecified)
4%	N#Cc1c(N)nc2c(c1-c1ccncc1)CCCC2
-20%	CC1(C)C(O)=C(c2nc3ccccc3[nH]2)C(=N)N1c1ccccc1
-22%	COC(=O)CSc1nnc2c3c4c(sc3nc(-n3nc(C)cc3C)n12)COC(C)(C)C4
11%	COc1cccc(NS(=O)(=O)c2c(C)cc(C)cc2C)c1
5%	CCOCCCNC(=O)C(c1ccc(Cl)cc1)N1CCN(C(=O)c2ccco2)CC1 (stereo unspecified)
0%	CCCN1CCN(C(=O)C2CCN(S(=O)(=O)c3ccc4c(c3)oc(=O)n4C)CC2)CC1

# Later entries.
mouse EphA4 binding	SMILES
12%	COc1ccc(/C=C2/SC(=S)N(c3cccc(C(F)(F)F)c3)C2=O)cc1
1%	O=C(NN1C(=O)C2C(C1=O)C1C=CC2C12CC2)c1ccncc1 (stereo unspecified)
-26%	O=C(Nc1ccc(N2CCOCC2)cc1N1CCOCC1)c1cccs1
-11%	O=C(O)CCN1C(=O)C2CCCCC2C1=O (stereo unspecified)
-4%	O=C(CCC(=O)OCC(=O)c1ccc(Br)cc1)Nc1cccc2cccnc12
-10%	CC(=O)c1ccc(OCC(O)CN2CCOCC2)cc1 (stereo unspecified)
-2%	Oc1ccc(C(=S)N2CCOCC2)cc1
-22%	O=C(Cc1ccccc1)Nc1ccc(N2CCN(Cc3ccccc3F)CC2)cc1

# Further structures.
mouse EphA4 binding	SMILES
12%	COC(=O)c1ccc(NC(=O)c2ccccc2)o1
-6%	CCCN(CCC)CC(O)CN(c1ccccc1)S(=O)(=O)c1ccc(C)cc1 (stereo unspecified)
-5%	Cc1ccccc1OCCCC(=O)NCc1ccco1
-9%	CCOc1ccc(N(CC(=O)O)S(=O)(=O)c2ccc(OC)c(OC)c2)cc1
2%	Cc1cc(NC(=S)NC(=O)CC(C)C)ccc1Br
0%	OC(COc1c(Br)cc(Br)cc1Br)CN1CCOCC1 (stereo unspecified)
10%	COC(=O)c1ccc(N2CCN(C)CC2)c(NC(=O)c2cc3ccccc3o2)c1
8%	CCOc1ccccc1NC(=O)c1cc([N+](=O)[O-])ccc1N1CCN(C)CC1

# Part of the list above, as tab-separated lines.
SMILES	mouse EphA4 binding
Cc1ccccc1OCCCC(=O)NCc1ccco1	-5%
CCOc1ccc(N(CC(=O)O)S(=O)(=O)c2ccc(OC)c(OC)c2)cc1	-9%
Cc1cc(NC(=S)NC(=O)CC(C)C)ccc1Br	2%
OC(COc1c(Br)cc(Br)cc1Br)CN1CCOCC1 (stereo unspecified)	0%
COC(=O)c1ccc(N2CCN(C)CC2)c(NC(=O)c2cc3ccccc3o2)c1	10%
CCOc1ccccc1NC(=O)c1cc([N+](=O)[O-])ccc1N1CCN(C)CC1	8%

# The main list resumes with the 6 entries that preceded the break.
mouse EphA4 binding	SMILES
-5%	Cc1ccccc1OCCCC(=O)NCc1ccco1
-9%	CCOc1ccc(N(CC(=O)O)S(=O)(=O)c2ccc(OC)c(OC)c2)cc1
2%	Cc1cc(NC(=S)NC(=O)CC(C)C)ccc1Br
0%	OC(COc1c(Br)cc(Br)cc1Br)CN1CCOCC1 (stereo unspecified)
10%	COC(=O)c1ccc(N2CCN(C)CC2)c(NC(=O)c2cc3ccccc3o2)c1
8%	CCOc1ccccc1NC(=O)c1cc([N+](=O)[O-])ccc1N1CCN(C)CC1
-7%	COc1ccccc1NC(=O)N1CCCC1C(=O)NCc1ccccc1 (stereo unspecified)
-12%	COc1ccc(NC(=O)c2sc(NC(=O)COc3ccccc3)nc2C)cc1
-1%	COc1cc(-c2nc(-c3ccccn3)no2)cc(OC)c1OC
4%	COc1ccc(S(=O)(=O)Oc2ccc3ccccc3c2)cc1
-7%	Cc1cccc(N2CCN(C(=S)c3ccc(N(C)C)cc3)CC2)c1
0%	CCOC(=O)c1cnc(SCC(=O)Nc2nc(C)c(C)s2)nc1N
-10%	COc1ccc(Cn2nnnc2C(c2cc3cccc(C)c3[nH]c2=O)N2CCOCC2)cc1 (stereo unspecified)
-1%	COC(=O)C1=C(O)/C(=C/c2ccc(O)cc2)N=C1C

# (listing goes on)
mouse EphA4 binding	SMILES
-2%	CCN(CC)S(=O)(=O)c1ccc2nc(CSc3nnnn3-c3ccc(O)cc3)[nH]c2c1
3%	Fc1ccc(CN2CCN(c3ncccn3)CC2)cc1
-9%	CCN(CC)S(=O)(=O)c1cccc(C(=O)N2CC(O)CC2C(=O)OC)c1 (stereo unspecified)
-7%	Cc1ccc(S(=O)(=O)c2ccc(Oc3cccc(C)c3)cc2)cc1
5%	C=CCn1c(SCC(=O)c2ccc(O)c(O)c2)nnc1-c1ccccc1OC
-4%	C=CCn1c(SCc2ccccc2)nc2scc(-c3ccc(C)o3)c2c1=O
2%	CC1CCN(S(=O)(=O)c2ccc(NC(=O)CCN3C(=O)c4ccccc4C3=O)cc2)CC1
-10%	Cc1ccc(C(=O)NNC(=O)c2cc3cc4ccccc4nc3s2)cc1

# Sorted by count of non-hydrogen atoms (largest number first): some entries from above
mouse EphA4 binding	SMILES
2%	CC1CCN(S(=O)(=O)c2ccc(NC(=O)CCN3C(=O)c4ccccc4C3=O)cc2)CC1
-7%	Cc1ccc(S(=O)(=O)c2ccc(Oc3cccc(C)c3)cc2)cc1
3%	Fc1ccc(CN2CCN(c3ncccn3)CC2)cc1

# The results go on:
mouse EphA4 binding	SMILES
2%	Cc1ccc(-n2c(SCn3nnc4ccccc4c3=O)nnc2-c2cccnc2)c(C)c1
-4%	Cc1cccnc1NC(=O)C1CCCN(S(=O)(=O)c2ccc3c(c2)oc(=O)n3C)C1 (stereo unspecified)
-3%	O=C(CN1CCN(Cc2ccccc2)C1=O)NCc1cccs1
2%	C/C(CCc1ccc2c(c1)OCO2)=N\N=C(/N)SC1CC(=O)N(c2ccc(Cl)cc2)C1=O (stereo unspecified)
5%	CCn1c(=NC(=O)c2ccc(S(=O)(=O)N3CCOCC3)cc2)sc2cccc(OC)c21
-5%	Cc1ccc(C)c(NC(=O)c2ccc(OCC(C)C)cc2)c1
0%	O=c1c2[nH]c3ccccc3c2ncn1Cc1ccncc1
-4%	CCOc1ccc(N(CCC#N)S(=O)(=O)c2ccc(OC)cc2)cc1

# Continued.
mouse EphA4 binding	SMILES
-7%	Cc1[nH]nc(-c2ccc(OCc3cnn(-c4ccccc4)c3)cc2O)c1Oc1ccccc1F
-15%	COc1ccc(NC(=S)NC(=O)c2ccc(Br)cc2)cc1
-11%	CCc1c(O)nc(SCC(=O)Nc2ccc3c(c2)CCC3)[nH]c1=O
-17%	CN=C1SC(CC(=O)Nc2cccc(Cl)c2Cl)C(=O)N1C (stereo unspecified)
4%	Cc1ccc(SCC(=O)Nc2ncc(C)s2)cc1
-11%	COc1cc(OC)cc(C(=O)N2CCN(C(=O)COc3ccc4ccccc4c3)CC2)c1
-7%	CCOC(=O)c1c(-c2ccc(C)o2)csc1NC(=S)NC(=O)N(C)C
-34%	CC(C)(C)c1n[nH]c(=S)n(N)c1=O

# (further entries)
mouse EphA4 binding	SMILES
-12%	COc1ccc2c(CC(=O)N3CCN(S(=O)(=O)c4cccs4)CC3)coc2c1
3%	Cc1cc2cc(C=O)c(Cl)nc2cc1C
-19%	O=C1CCc2cc(S(=O)(=O)N3CCC(C(=O)NC4CCCCCCC4)CC3)ccc2N1
-4%	COc1cc(C(=O)OC2CCCCC2=O)cc(OC)c1C (stereo unspecified)
-5%&45%	COc1cc(/C=C2/SC(=S)N(CC(=O)Nc3nc4ccccc4s3)C2=O)cc(OC)c1OC
-2%	O=C(NCC1CCCO1)C1CC(=O)N(C2CCCC2)C1 (stereo unspecified)
2%	CCCCNS(=O)(=O)c1ccc(NS(=O)(=O)c2c(C)cc(C)cc2C)cc1
-2%	Cc1ccc(C(=O)c2cn[nH]c2-c2ccccc2O)cc1

# Continuation.
mouse EphA4 binding	SMILES
-1%	CCn1cc(C(=O)Nc2ccc3c(c2)OCCO3)c2cc(OC)c(OC)cc2c1=O
0%	COc1ccc(C(=O)c2coc3ccc(O)c(CN(C)C)c23)cc1
-11%	Cc1ccc(Cn2c(NC(=O)c3ccco3)nc3ccccc32)cc1
-6%	CC1CC(C)CN(C/C=C/c2ccccc2[N+](=O)[O-])C1 (stereo unspecified)
-6%	O=C(Nc1ccccc1)c1ccc(CSc2ccccn2)cc1
-5%	Clc1ccc(-c2nnc(CCc3ccccc3)o2)c(Cl)c1
0%	Cc1c(C)c2cc3c4c(oc3c(C)c2oc1=O)CCCC4
-18%	Cc1cccc(/C(N)=N/OC(=O)N2CCOCC2)c1

# Following part:
mouse EphA4 binding	SMILES
-6%	COC(=O)c1[nH]c2cc(OC)ccc2c1NC(=O)c1nonc1C
-5%	OCc1nc2ccccc2n1C/C=C/c1ccccc1
-6%	C=CCn1c(SCC(=O)NC(C)(C)C)nnc1-c1ccccc1O
0%	CC1(C)CC(=O)C(C(C2=C(O)CC(C)(C)CC2=O)c2cccc(O)c2)C(=O)C1 (stereo unspecified)
0%	O=C(CCCCn1c(=O)[nH]c2ccccc2c1=O)NCc1ccc2c(c1)OCO2
3%	Cc1cccc(C2=N/C(=C/c3ccc([N+](=O)[O-])cc3)C(=O)N2c2ccc(O)cc2)c1
-15%	C=CCOC(=O)C1=C(C)NC(C)=C(C(=O)OCC=C)C1c1ccc(C)cc1
1%	CCOC(=O)c1sc(=S)n(C)c1N

# Other results
mouse EphA4 binding	SMILES
-1%	COc1ccc(C(=O)O)cc1Nc1cc(C)nc2ncnn12
5%	Cc1cccc(C)c1NC(=O)C(=O)NCC1CCCO1 (stereo unspecified)
-2%	CCCCC1(CC)C(=O)NC(=O)NC1=Nc1ccc(OC)cc1 (stereo unspecified)
-6%	COc1ccc(C(CC(=O)O)NC(=O)COc2ccccc2)cc1OC (stereo unspecified)
-18%	COc1ccc(Cl)cc1NC(=O)Cn1c(=O)n2nc(C)nc2c2ccccc21
-4%	COc1ccccc1OCC(=O)NNC(=O)c1cnccn1
-11%	CC(=O)Nc1cccc(Oc2cnc3ccccc3n2)c1
-7%	Cc1cccc(C(=O)NNC(=O)c2cc3cc4ccccc4nc3s2)c1

# Going on with the list.
mouse EphA4 binding	SMILES
5%	CN1C(=O)CC(N2CCN(c3ccccn3)CC2)C1=O (stereo unspecified)
4%	CCC(C)N1CC(C(=O)NC2CCCCC2)CC1=O (stereo unspecified)
10%	CCn1c(O)c(C=NCCc2ccc(O)c(O)c2)c2ccccc21
-10%	COc1ccc(C(=O)n2cnc3cc(C)c(C)cc32)cc1[N+](=O)[O-]
-4%	Cc1ccc(NC(=O)CN(C)CC(=O)Nc2c(C)cccc2C)c(Br)c1
-8%	Cc1cc(NC(=O)CSc2c3c(nc4ccccc24)CCC3)no1
-7%	c1ccc(Nc2nnc(SCc3cccc4ccccc34)s2)cc1
-6%	CCCCCc1nc2c(=O)n(C)c3ccccc3c2o1

# Next compounds
mouse EphA4 binding	SMILES
-1%	CCC(C)N(C)Cc1cccc(C2(O)CCN(S(=O)(=O)c3ccc(F)cc3)CC2)c1 (stereo unspecified)
-14%	O=C1CC(N(C(=O)c2ccco2)c2ccc(F)cc2)C(=O)N1c1ccc(F)cc1 (stereo unspecified)
-8%	c1coc(Cn2c(-c3ccco3)nc3ccccc32)c1
3%	Cc1ccccc1Oc1ncnc2oc(-c3ccccc3)cc12
9%	O=C(CSc1nnc(-c2c[nH]c3ccccc23)n1CC1CCCO1)Nc1ccc2c(c1)OCCO2 (stereo unspecified)
-7%	COc1cccc(CNCCOCCO)c1OC
-8%	O=c1[nH]c2ccccc2n1CCCOc1ccccc1
2%	Cc1ccc(S(=O)(=O)Nc2c(C)cc(C)cc2C)c(C)c1

# Next section.
mouse EphA4 binding	SMILES
-7%	c1ccc(-n2c(-c3ccncc3)nnc2N2CCOCC2)cc1
-9%	CC(NC(=O)CSc1nc(=O)cc(N)n1CCc1ccccc1)c1ccccc1 (stereo unspecified)
-6%	O=C1C2C3C=CC(C3)C2C(=O)N1c1ccc([N+](=O)[O-])cc1Br (stereo unspecified)
2%	CNc1nnc(-c2cc3ccccc3oc2=O)s1
-8%	COCCOC(=O)c1c(C)nc(SCC(=O)Nc2ccc(OC)cc2)c(C#N)c1-c1ccco1
-2%	CCOC(=O)CNC(=O)CSc1nnc(-c2cccc(OC)c2)n1CC
-9%	O=C1CCN(C(=O)Nc2ccccc2Cl)N1
-19%	Cn1c(C(=O)N2CCN(C3CCCCC3)CC2)cc2c(=O)n(C)c3ccccc3c21

# Remaining list, next part:
mouse EphA4 binding	SMILES
-6%	COc1ccccc1N1CCN(S(=O)(=O)c2ccc3c4c(cccc24)C(=O)N3)CC1
-7%	Clc1ccc(-c2n[nH]c3c2CCC3)cc1Cl
-5%	O=C(Nc1ccc(-c2nc3ccccc3o2)cc1)c1ccc(N2CCOCC2)c([N+](=O)[O-])c1
2%	OC(COc1ccc(C2C=CCC2)cc1)CN1CCCCC1 (stereo unspecified)
10%	COc1cc(/C=C2/SC(=S)NC2=O)ccc1OC(=O)c1ccc([N+](=O)[O-])cc1
-19%	Cc1ccc(-c2cccc(OC(=O)c3ccccc3F)c2)cc1
-7%	Nc1ccc2c3c(cccc13)CC2
-11%	CCOc1ccc(NS(=O)(=O)c2ccc(NC(C)=O)c(OC)c2)cc1

# (cont.)
mouse EphA4 binding	SMILES
-24%	COc1cccc(/C(O)=C2/C(=O)C(=O)N(CCN(C)C)C2c2ccc(Br)cc2)c1 (stereo unspecified)
6%	CC(C)(C)c1ccc(Cn2nnc3c(=O)[nH]c(C4CCN(C(=O)Cc5cccs5)CC4)nc32)cc1
12%	Cc1ccc(Cl)cc1NC(=O)CN(c1cccc([N+](=O)[O-])c1)S(=O)(=O)c1ccccc1
5%	COc1ccc(C(=O)NCc2ccccc2C)cc1OC
-3%	Cc1csc(-c2cc3ccc(OC/C=C/c4ccccc4)cc3oc2=O)n1
-24%	Cc1ccc(Cn2c(CN3CC(C)OC(C)C3)nc3c2c(=O)n(C)c(=O)n3C)cc1 (stereo unspecified)
9%	O=C(Nc1cccc2nsnc12)c1ccc([N+](=O)[O-])cc1
1%	O=C(O)c1cccc(NC(=O)C2CCCO2)c1 (stereo unspecified)
-2%	CN=C1c2cc3c(Br)c(OC)ccc3n2CCN1C
-4%	C=C(C)COc1ccc(-c2nc(N)ncc2Oc2ccc(OC)cc2)c(O)c1
1%	Cc1cc(S(=O)(=O)N2CC(=O)N(CCc3ccccc3)C(=O)C2)ccc1F

# Only part of the results is shown. The share of hits here may be higher or lower than overall.
